Source: PubChem BioAssay (several laboratories)
HUVEC tox TNFa: toxic to HUVEC cells under TNF alpha stimulation; HUVEC TNFalpha-stimulated, Hoechst cell count, imaging; cell count reduction, % at 2 µM; actives 0.17% (n = 93,000); AID 848;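 active = cell count reduction exceeding the screen mean by over 5 SD, scaled to untreated wells per plate, cut at about 78% in these data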;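 note: cells counted after 24 h of TNF alpha exposure following the 1 h pretreatment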
CYP2C9 inhib: blocks human cytochrome P450 2C9. P11712. CYP2C9 Supersomes, luciferin-H conversion, luminescence. inhibition, % at 5 µM. actives 20% (n = 96,000). AID 777;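 active = blocking of liver enzyme CYP2C9 beyond about 50% at 5 µM, limit read from the data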; note: values of inactives mirror those of a sister screen read the other way
Target sequence (P11712 whole entry, looked up): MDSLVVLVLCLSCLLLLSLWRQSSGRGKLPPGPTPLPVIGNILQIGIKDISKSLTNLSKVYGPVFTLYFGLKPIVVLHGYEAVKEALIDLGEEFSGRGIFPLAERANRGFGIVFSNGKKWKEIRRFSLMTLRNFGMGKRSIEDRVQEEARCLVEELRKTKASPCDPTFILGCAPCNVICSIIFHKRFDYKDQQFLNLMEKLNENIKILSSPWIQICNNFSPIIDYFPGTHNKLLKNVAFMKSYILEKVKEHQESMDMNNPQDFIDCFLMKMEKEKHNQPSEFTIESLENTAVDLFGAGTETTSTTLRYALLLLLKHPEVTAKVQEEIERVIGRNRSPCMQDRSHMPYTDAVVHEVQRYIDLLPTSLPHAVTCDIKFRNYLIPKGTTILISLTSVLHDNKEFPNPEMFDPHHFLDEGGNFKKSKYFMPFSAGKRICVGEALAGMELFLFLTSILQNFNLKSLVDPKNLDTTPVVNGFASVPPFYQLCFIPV
CYP2C9 activ: CYP2C9 (human) activation | AID 1024 | activation factor at 5 µM | actives 1.4% (n = 96,000) | recombinant CYP2C9, luciferin-H conversion, luminescence; hits give high values; factor 1 = untreated enzyme, 0 = blocked | P11712;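 active = activation factor of 2 or more for CYP2C9 at a 5 µM dose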;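 note: 0 = sulfaphenazole-blocked wells and 1 = vehicle-only wells; values of inactives mirror those of a sister screen read the other way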
HUVEC tox IL1B: HUVEC cytotoxicity counter-screen, IL-1B stimulated. actives 0.41% (n = 94,000). cell count reduction, % at 2 µM. HUVEC cell count loss, Hoechst imaging;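 active = cell count reduction more than 3 SD above the screen-wide mean, cut at about 70% in these data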;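 note: normalized per plate to untreated control cells as the no-loss baseline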
hDAT+cocaine: modulates human dopamine transporter uptake under cocaine; B-score at 10 µM; Q01959; AID 449768; actives 1.3% (n = 110,000); LLC-PK1 hDAT cells, [14C]-dopamine uptake with cocaine IC80; actives deviate in either direction;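 active = Z score or B-score, a plate-position-corrected score, falls beyond the plate's 99.7% confidence bounds, in either direction; inactive = both scores lie inside the 99.7% bounds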;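 note: scored against the spread of the other compound wells on the same plate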
CYP2C19 activ: activators of human cytochrome P450 2C19. P33261. AID 1025. 96,000 tested, under 10 active. activation factor at 5 µM. recombinant CYP2C19, luciferin-H EGE luminescence; hits give high values; 0 = fully inhibited enzyme, 1 = untreated enzyme;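 active = activation factor of at least 2 at 5 µM in the primary screen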;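 note: 0 = wells with 2.5 mM tranylcypromine and 1 = vehicle-only wells; values of inactives mirror those of a sister screen read the other way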
Target sequence (P33261 whole entry, looked up): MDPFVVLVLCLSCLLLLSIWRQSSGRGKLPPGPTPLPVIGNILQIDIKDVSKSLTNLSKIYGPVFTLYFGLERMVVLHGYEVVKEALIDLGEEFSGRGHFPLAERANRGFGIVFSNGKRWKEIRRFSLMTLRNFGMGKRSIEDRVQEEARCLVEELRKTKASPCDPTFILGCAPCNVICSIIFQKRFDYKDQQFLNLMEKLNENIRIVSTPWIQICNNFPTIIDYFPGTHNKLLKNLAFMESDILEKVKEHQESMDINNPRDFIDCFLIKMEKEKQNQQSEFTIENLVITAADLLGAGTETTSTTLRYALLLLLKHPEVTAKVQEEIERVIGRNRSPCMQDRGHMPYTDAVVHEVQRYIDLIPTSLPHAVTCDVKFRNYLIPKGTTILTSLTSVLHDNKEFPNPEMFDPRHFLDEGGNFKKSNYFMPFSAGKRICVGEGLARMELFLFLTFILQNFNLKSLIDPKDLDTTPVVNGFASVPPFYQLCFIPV
Candida biofilm: kills Candida albicans biofilms; inhibition, % at 6 µM; AID 834; C. albicans biofilm + clotrimazole, Alamar Blue; actives 0.14% (n = 85,000);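 active = inhibition above 20%; inactive = inhibition below 20%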;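 note: preformed 24 hr biofilms exposed to compound for 48 hr; 0% = biofilm without compound and 100% = blank killed by clotrimazole plus chlorhexidine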
VCAM1 TNFa inh: reduces TNF alpha induced VCAM1 expression in HUVEC; HUVEC TNFa-induced VCAM-1 immunofluorescence, high-content imaging; inhibition, % at 2 µM; actives 0.48% (n = 95,000); AID 802;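 active = inhibition above the batch mean plus 3 SD, with images confirmed as a hit by eye, cut at about 37% in these data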;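 note: 0% = TNF-stimulated DMSO wells and 100% = unstimulated control wells; not every result past the cut was called active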
CYP2C19 inhib: blocks human cytochrome P450 2C19; actives 21% (n = 96,000); inhibition, % at 5 µM; P33261; CYP2C19 Supersomes, luciferin-H EGE luminescence, 30 min;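 active = CYP2C19 inhibition above a set limit at 5 µM in the primary screen, cut at about 50% in these data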;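 note: plate controls were negative control wells for no effect and 2.5 mM tranylcypromine positive control for full effect; values of inactives mirror those of a sister screen read the other way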
* hit, by the source's call; . = no result given. The order is random; 29% or so of the library scored in one or more.

SMILES | HUVEC tox TNFa | CYP2C9 inhib | CYP2C9 activ | HUVEC tox IL1B | hDAT+cocaine | CYP2C19 activ | Candida biofilm | VCAM1 TNFa inh | CYP2C19 inhib
CCCS(=O)(=O)N1CCC(C(=O)NCCCN(C)Cc2ccccc2)CC1 | -22 | 21 | 0.8 | -1 | -0.18 | 0.9 | 0 | 13 | 7
CCOC(=O)c1sc2ccc(S(=O)(=O)N3CCOCC3)cc2c1N | -47 | 39 | 0.6 | -7 | -0.99 | 0.7 | 6 | 3 | 27
Cc1ccc(C2(C)NC(=O)N(CCOc3ccccc3)C2=O)cc1 (stereo unspecified) | 4 | -2 | 1 | -2 | -0.18 | 0.2 | 6 | 17 | 77*
COc1ccc(C2=NNC(c3cccs3)=Nc3ccc(OC)cc32)cc1 | -18 | . | . | 11 | 0.54 | . | 2 | 9 | .
CSc1nnc(-c2ccccc2)n1N | 9 | -10 | 1.1 | -2 | -0.94 | 1.2 | . | 19 | -17
COc1cc(OC)c(C2=NOC(C(=O)Nc3cc(C)nn3-c3ccccc3)C2)cc1Cl (stereo unspecified) | -17 | 14 | 0.9 | -22 | 1.5 | 0.6 | 5 | 4 | 39
CCOC(=O)C1CCN(CC(=O)Nc2c(C(=O)OC)[nH]c3cccc(C)c23)CC1 | -24 | 26 | 0.7 | -26 | 0.027 | 0.7 | -1 | -5 | 32
CCc1cccc(C)c1N(C(=O)Cn1c(=O)[nH]c2ccccc21)C(C)COC (stereo unspecified) | . | 34 | 0.7 | . | 1.2 | 0.8 | -1 | . | 24
C/C(=N\NC(=O)C1CCCN(S(=O)(=O)c2ccccc2)C1)c1ccccn1 (stereo unspecified) | -8 | 33 | 0.7 | -15 | -0.057 | 0.6 | . | -1 | 44
O=C(O)C1C2CCC(O2)C1C(=O)Nc1cccc(F)c1 (stereo unspecified) | -18 | -11 | 1.1 | -34 | -1.1 | 0.8 | . | 1 | 22
C/C(Cn1nc([N+](=O)[O-])cc1C)=N\NC(=O)c1cccc(Br)c1 | 22 | 8 | 0.9 | 34 | -0.15 | 0.4 | . | -14 | 59*
Cc1cc(C2C(=O)CC(=O)CC2c2ccccc2)on1 (stereo unspecified) | -4 | 8 | 0.9 | 1 | -0.053 | 0.9 | 9 | -16 | 11
O=C(c1noc2c1CCc1ccccc1-2)N1CCCc2ccccc21 | -16 | -45 | 1.5 | -8 | 0.63 | 0.5 | -6 | -3 | 52*
Cc1nc2scc(-c3cccs3)c2c(=O)[nH]1 | -8 | 15 | 0.9 | -5 | -0.18 | 0.6 | . | -13 | 44
O=C(Nc1ccc(-c2nc3ccccc3o2)c(O)c1)c1cc(-n2cnnc2)ccc1Cl | -4 | -12 | 1.1 | -18 | -0.51 | 1 | -1 | 4 | 5
CC(=O)Nc1ccc2c(c1)C(=O)N(C1CCCCC1)C2=O | -2 | 14 | 0.9 | -26 | 0.83 | 1.1 | 7 | 4 | -7
COc1cc(/C=C2\SC(=S)N(Nc3ncc(C(F)(F)F)cc3Cl)C2=O)ccc1O | -8 | 52* | 0.5 | 4 | 0.33 | 0.5 | . | 14 | 54*
CN1C(=O)c2oc3ccccc3c(=O)c2C1c1ccncc1 (stereo unspecified) | . | 32 | 0.7 | . | -1.1 | 0.6 | 3 | . | 39
COc1cccc(C(C(=O)NC(C)(C)C)N(C(=O)CCC(=O)Nc2cc(C)on2)C(C)C)c1OC (stereo unspecified) | . | -6 | 1.1 | . | -0.61 | 1.1 | 6 | . | -7
CN1CCN(C2=CC(=O)OC23CCCCC3)CC1 | -1 | . | . | -8 | 0.85 | . | 5 | 1 | .
Cc1cc(C)c2nc(N3CCC(C(=O)N4CCCC4)CC3)sc2c1 | 2 | -30 | 1.3 | 7 | 1.6 | 0.6 | 4 | 4 | 36
CCCOc1ccc(C(=O)NCCC(=O)NCCCC(=O)OCC)cc1 | -15 | 25 | 0.7 | -44 | 0.064 | 0.7 | 3 | -6 | 30
CC(=O)Nc1ccc2c(c1)C(=O)N(c1ccc(C)cc1)C2=O | -7 | 38 | 0.6 | 25 | 0.87 | 0.8 | -1 | 6 | 18
Cc1ccc(SCc2ccc(C(=O)NCc3ccncc3)cc2)cc1 | 1 | 99* | 0 | 7 | -0.049 | 0.2 | . | 14 | 83*
CN1CCN(Cc2c(O)c(Cl)cc3c(-c4ccccc4)cc(=O)oc23)CC1 | 0 | -8 | 1.1 | -14 | 0.49 | 1 | -3 | 12 | -2

Following part
SMILES | HUVEC tox TNFa | CYP2C9 inhib | CYP2C9 activ | HUVEC tox IL1B | hDAT+cocaine | CYP2C19 activ | Candida biofilm | VCAM1 TNFa inh | CYP2C19 inhib
O=C(N/N=C/c1ccc(OC(=O)c2cccs2)cc1)c1ccc(F)cc1 | 3 | 22 | 0.8 | 1 | 0.033 | 0.9 | . | 13 | 10
Cn1c(=O)c2c(nc(CN3CCN(c4ccccc4)CC3)n2Cc2ccccc2Cl)n(C)c1=O | 7 | -13 | 1.1 | -24 | 0.55 | 1 | 3 | 6 | -1
c1ccc(-n2nnc3c(N4CCOCC4)ncnc32)cc1 | 6 | 44 | 0.6 | -10 | -0.51 | 0.7 | 8 | 2 | 28
COC(=O)CSc1nnc(-c2cccnc2)n1-c1cc(OC)cc(OC)c1 | -7 | 15 | 0.9 | 25 | -0.55 | 0.9 | -4 | 3 | 7
CCOC(=O)Nc1ccc2c(c1)N(C(=O)CCN1CCN3CCCC3C1)c1ccccc1CC2 (stereo unspecified) | -21 | 3 | 1 | 12 | . | 1 | 5 | -4 | -2
Cc1ccc(/C=C(/NC(=O)c2ccccc2)C(=O)NCCc2c[nH]c3ccccc23)o1 | -1 | 20 | 0.8 | -7 | 0.5 | 0.8 | . | -4 | 22
O=C(/C=C/c1ccccc1Cl)NCc1ccccc1 | 0 | -110 | 2.1* | 9 | 0.31 | 0.9 | . | -15 | 8
Cc1nnc(SCC(=O)Nc2ccccc2)n1CCc1ccccc1 | -6 | 14 | 0.9 | -1 | -0.0071 | 0.7 | 5 | 2 | 34
COc1ccccc1-c1cc(C2CC2)nc(N)c1C#N | -25 | -17 | 1.2 | -7 | -0.091 | 0.2 | 8 | 1 | 80*
CC(O)[C@H](NC(=O)C1(c2ccccc2)CCN(C(=O)OC(C)(C)C)CC1)C(=O)O (stereo partly specified) | -48 | 16 | 0.8 | -21 | 0.17 | 0.9 | 9 | 11 | 14
NS(=O)(=O)c1ccc(CCNC(=O)C2CCCCC2)cc1 | -5 | 34 | 0.7 | 4 | 0.4 | 1.1 | -3 | -33 | -13
Cc1sc2nc(C)n(/N=C/c3ccc(O)cc3)c(=O)c2c1C | 17 | 7 | 0.9 | 9 | -0.68 | 1 | -4 | 22 | 0
COc1cc2c(cc1OC)-c1nnnn1C(C)(C)C2 | -28 | 20 | 0.8 | -11 | -1.2 | 1.1 | 3 | -3 | -5
CC1CC(C)CN(CC(=O)N2CCCc3c2c(=O)oc2ccc(OCc4ccccc4)cc32)C1 (stereo unspecified) | -12 | 85* | 0.2 | -22 | 0.61 | 0.3 | 5 | 5 | 75*
COc1ccccc1NC(=O)Nc1ccc2c(c1)nnn2C | -25 | -33 | 1.3 | 0 | 0.2 | 1 | . | 6 | -1
COc1ccc(-c2[nH]c(-c3ccc(F)cc3)nc2SCC(=O)NCc2ccco2)cc1OC | -1 | 48 | 0.5 | -11 | -0.067 | 0.5 | -1 | -1 | 51*
CCNC(=O)COc1ccc(-c2ccccc2)cc1 | -31 | 29 | 0.7 | -1 | -0.68 | 0.4 | . | -27 | 62*
Cc1ccc(NC(=O)Cc2ccc3c(c2)CCCC3)cc1C | 10 | -30 | 1.3 | -4 | 0.012 | 0.6 | . | -1 | 42
Cc1ccc(C(=O)Nc2ccccc2C(=O)N2CC3(C)CC2CC(C)(C)C3)cc1 (stereo unspecified) | 0 | 24 | 0.8 | 2 | 1.1 | 0.9 | 9 | 5 | 11
Cc1ccc(-c2nn3c(C)nnc3s2)cc1NC(=O)c1cccnc1 | -5 | 60* | 0.4 | -11 | 0.92 | 0.5 | . | 1 | 50*
CCN(CC)S(=O)(=O)c1ccc(C(=O)NCc2ccc3c(c2)cc(C)n3C)cc1 | 56 | 47 | 0.5 | 5 | -0.92 | 1 | -1 | -13 | 5
Cc1cc(C)n(-c2nc3ccccc3c(=O)n2OCC(=O)N(C)C)n1 | -48 | -10 | 1.1 | -4 | -0.21 | 1 | 7 | 2 | -2
COc1cc(NC(=O)CCN2CCN(Cc3ccccc3)CC2)cc(OC)c1 | -4 | 2 | 1 | 14 | -1.1 | 1 | 4 | 19 | 4
c1ccc(COc2ccccc2CNCc2cccnc2)cc1 | -12 | -14 | 1.1 | -21 | 0.15 | 0.4 | . | 8 | 59*
Cc1ccccc1C(=O)NC(NCC1CCCO1)C(Cl)(Cl)Cl (stereo unspecified) | 4 | 9 | 0.9 | 6 | -0.21 | 0.7 | . | 8 | 34
Cc1noc(NS(=O)(=O)c2ccc(N/C=C/C(=O)c3ccc4c(c3)OCO4)cc2)c1C | -15 | -12 | 1.1 | -14 | -0.84 | 1.1 | . | 4 | -6
Cc1ccccc1-n1nc(C)c2cc(C(=O)NCc3cccnc3)sc21 | -1 | 55* | 0.5 | 11 | -0.047 | 0.6 | . | 12 | 44
COc1ccc(S(=O)(=O)N(C)CC(=O)N2CCOCC2)cc1 | 7 | -60 | 1.6 | 0 | 0.73 | 0.9 | 4 | 33 | 5
COc1ccc2cc(C(c3nnnn3CCc3ccccc3)N3CCCC(C)C3)c(=O)[nH]c2c1 (stereo unspecified) | -21 | 25 | 0.8 | -22 | 1.2 | 0.9 | 6 | 9 | 12
CSc1ccc(S(=O)(=O)Nc2cccc(F)c2)cc1 | -12 | 94* | 0.1 | 2 | -0.026 | 0 | 2 | -1 | 99*

Molecules shown so far that have a Cl atom, in the order listed:
SMILES | HUVEC tox TNFa | CYP2C9 inhib | CYP2C9 activ | HUVEC tox IL1B | hDAT+cocaine | CYP2C19 activ | Candida biofilm | VCAM1 TNFa inh | CYP2C19 inhib
COc1cc(OC)c(C2=NOC(C(=O)Nc3cc(C)nn3-c3ccccc3)C2)cc1Cl (stereo unspecified) | -17 | 14 | 0.9 | -22 | 1.5 | 0.6 | 5 | 4 | 39
O=C(Nc1ccc(-c2nc3ccccc3o2)c(O)c1)c1cc(-n2cnnc2)ccc1Cl | -4 | -12 | 1.1 | -18 | -0.51 | 1 | -1 | 4 | 5
COc1cc(/C=C2\SC(=S)N(Nc3ncc(C(F)(F)F)cc3Cl)C2=O)ccc1O | -8 | 52* | 0.5 | 4 | 0.33 | 0.5 | . | 14 | 54*
CN1CCN(Cc2c(O)c(Cl)cc3c(-c4ccccc4)cc(=O)oc23)CC1 | 0 | -8 | 1.1 | -14 | 0.49 | 1 | -3 | 12 | -2
Cn1c(=O)c2c(nc(CN3CCN(c4ccccc4)CC3)n2Cc2ccccc2Cl)n(C)c1=O | 7 | -13 | 1.1 | -24 | 0.55 | 1 | 3 | 6 | -1
O=C(/C=C/c1ccccc1Cl)NCc1ccccc1 | 0 | -110 | 2.1* | 9 | 0.31 | 0.9 | . | -15 | 8
Cc1ccccc1C(=O)NC(NCC1CCCO1)C(Cl)(Cl)Cl (stereo unspecified) | 4 | 9 | 0.9 | 6 | -0.21 | 0.7 | . | 8 | 34
